Assay outcomes: PubChem, Emory University Molecular Libraries Screening Center
14-3-3g Raf: alters human 14-3-3 gamma binding to Raf peptide; FP, 14-3-3gamma / TMR-pS259-Raf peptide binding; inhibition, % at 40 µM; 0.19% of 160,000 active; in the data active means inhibition above about 30%;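 further: 0% = protein plus tracer without compound and 100% = blank with tracer alone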
Target sequence (P61981 whole entry, looked up): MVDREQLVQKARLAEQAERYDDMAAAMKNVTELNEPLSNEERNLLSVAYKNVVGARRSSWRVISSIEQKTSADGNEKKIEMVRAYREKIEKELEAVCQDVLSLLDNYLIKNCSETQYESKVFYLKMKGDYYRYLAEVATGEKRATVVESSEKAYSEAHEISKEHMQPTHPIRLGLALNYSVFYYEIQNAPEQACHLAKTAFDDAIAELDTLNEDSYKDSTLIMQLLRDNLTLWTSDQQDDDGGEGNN
The depositor's hits bear a star; & = joins results of further samples.

SMILES | 14-3-3g Raf
CC1=C(C(=O)Nc2ccc(Br)cn2)C(c2ccc3c(c2)OCO3)C2=C(CCCC2=O)N1 (stereo not drawn) | -7
Cc1nc(N2CCCCC2C)c2c(C)c(C(=O)Nc3ccc(F)cc3)sc2n1 (stereo not drawn) | -2
O=C(Nc1ccccc1F)c1cc(-c2ccc(Cl)s2)nc2ccccc12 | 9
CCCCOc1ccc(C(=O)Nc2ncc(S(=O)(=O)c3ccc([N+](=O)[O-])cc3)s2)cc1 | 10
CCSc1nc2c(c(=O)[nH]c(=O)n2C)n1C/C=C(/C)Cl | -4
CN[C@H](CC(=O)O)C(=O)O | 3
COc1ccc(Oc2c(-c3ccc(O)cc3O)n[nH]c2C)cc1 | -4
O=C(NCC1COc2ccccc2O1)c1ccc(Cl)cc1 (stereo not drawn) | -8
CCc1ccccc1NC(=O)c1ccc(NCc2ccc(OC)cc2)c([N+](=O)[O-])c1 | -8
c1ccc(-c2ccc(-c3ncc(-c4ccccc4)o3)cc2)cc1 | -1
CCOC(=O)c1cccc(NS(=O)(=O)c2ccc(NC(C)=O)cc2)c1 | 3
CCOC(=O)c1nc(N)c(=O)n(-c2ccc(C)cc2)n1 | -5
Cn1c(=O)c2nc(Cl)n(Cc3ccc(Cl)cc3Cl)c2n(C)c1=O | -4
CCOC(=O)c1c(-c2ccc(Cl)cc2)csc1NC(=O)c1ccccc1OC | -10
O=[N+]([O-])c1cc[n+]([O-])c(Cl)c1 | -5

Given in markdown: entries from further up.
| mol | 14-3-3g Raf |
| --- | --- |
| O=[N+]([O-])c1cc[n+]([O-])c(Cl)c1 | -5 |
| Cc1nc(N2CCCCC2C)c2c(C)c(C(=O)Nc3ccc(F)cc3)sc2n1 (stereo not drawn) | -2 |

Other entries
SMILES | 14-3-3g Raf
O=C(NCc1cccnc1)C1CCCN(S(=O)(=O)c2ccccc2)C1 (stereo not drawn) | -12
O=C(O)CCCC(=O)Nc1ccc(Cl)c(Cl)c1 | -18
Cc1ccc2c(c1)C(O)(CC(=O)c1ccc(C(C)C)cc1)C(=O)N2 (stereo not drawn) | -13
CN(CCC#N)C(=O)COC(=O)c1ccc(Cl)c(S(N)(=O)=O)c1 | -3
CCOC(=O)c1cc(-c2cccs2)nc2onc(C)c12 | 3
CCC(=O)Nc1nc(C)c(-c2csc(Nc3cccc(O)c3)n2)s1 | -9
Cc1c(C(Nc2ccccn2)c2ccc(Cl)cc2)c(=O)n(-c2ccccc2)n1C (stereo not drawn) | -2
Cc1ccc(C)c(CN2C(=O)c3ccccc3Sc3ccc(C(=O)O)cc32)c1 | -3
COc1ccc(NC(=O)C2=C(C)NC(=S)NC2c2cc(OC)c(OC)c(OC)c2)cc1 (stereo not drawn) | -7
CCCCN(CC)S(=O)(=O)c1ccc2c(c1)CCN2C(=O)CC | 5
c1ccc2c(c1)ccc1nnc(-c3ccc4c(c3)OCO4)n12 | 2&-8
CCOC(=O)c1cnc(-c2ccccc2)[nH]c1=O | 1
COc1ccc(-c2cn3c4c(=O)n(C)c(=O)n(C)c4nc3n2CCCO)cc1 | -5
COc1cc(C(c2c(C)[nH][nH]c2=O)c2c(C)[nH][nH]c2=O)ccc1OC(=O)c1cccc(Cl)c1 | 4
O=C(CCS(=O)(=O)c1ccc(Br)s1)NC1CCCCCC1 | -3

Part of the list above in order of molar mass, lowest first.
SMILES | 14-3-3g Raf
O=[N+]([O-])c1cc[n+]([O-])c(Cl)c1 | -5
CCOC(=O)c1cnc(-c2ccccc2)[nH]c1=O | 1
CCOC(=O)c1nc(N)c(=O)n(-c2ccc(C)cc2)n1 | -5
O=C(O)CCCC(=O)Nc1ccc(Cl)c(Cl)c1 | -18
CCOC(=O)c1cc(-c2cccs2)nc2onc(C)c12 | 3
Cc1ccc2c(c1)C(O)(CC(=O)c1ccc(C(C)C)cc1)C(=O)N2 (stereo not drawn) | -13
CCCCN(CC)S(=O)(=O)c1ccc2c(c1)CCN2C(=O)CC | 5
O=C(NCc1cccnc1)C1CCCN(S(=O)(=O)c2ccccc2)C1 (stereo not drawn) | -12
CCC(=O)Nc1nc(C)c(-c2csc(Nc3cccc(O)c3)n2)s1 | -9
COc1ccc(-c2cn3c4c(=O)n(C)c(=O)n(C)c4nc3n2CCCO)cc1 | -5
Cc1ccc(C)c(CN2C(=O)c3ccccc3Sc3ccc(C(=O)O)cc32)c1 | -3
O=C(CCS(=O)(=O)c1ccc(Br)s1)NC1CCCCCC1 | -3
Cc1c(C(Nc2ccccn2)c2ccc(Cl)cc2)c(=O)n(-c2ccccc2)n1C (stereo not drawn) | -2
CCOC(=O)c1c(-c2ccc(Cl)cc2)csc1NC(=O)c1ccccc1OC | -10
COc1ccc(NC(=O)C2=C(C)NC(=S)NC2c2cc(OC)c(OC)c(OC)c2)cc1 (stereo not drawn) | -7
COc1cc(C(c2c(C)[nH][nH]c2=O)c2c(C)[nH][nH]c2=O)ccc1OC(=O)c1cccc(Cl)c1 | 4

Next section
SMILES | 14-3-3g Raf
CC(C)OC(=O)c1c(NC(=O)Cn2cnc([N+](=O)[O-])n2)sc2c1CCCC2 | -5
Fc1ccccc1CSc1nnc2c(n1)OC1(CCCCC1)Nc1ccccc1-2 | 0
COc1ccc(NC(=O)c2cc(-c3ccc(F)cc3)on2)cc1OC | -18
Cn1sc2cc([N+](=O)[O-])cc(Oc3ccccc3)c2c1=O | -5
CCOC(=O)CSc1nc2c(c(=O)n1C1CCCC1)C1(CCCC1)Cc1ccccc1-2 | -8
COc1ccccc1OCCCn1c(=O)sc2ccccc21 | 1
Cc1nnc(NC(=O)c2ccc(C(=O)c3ccccc3)cc2)s1 | 1
COC(=O)c1c(NC(=O)COc2cccc(C)c2)sc2c1CCCC2 | -1
OC(CNCc1ccccc1)C12CC3CC(CC(C3)C1)C2 (stereo not drawn) | 3
Cc1nc2c(C(=O)N(C)Cc3ccco3)c[nH]n2c(=O)c1Cc1ccccc1F | 0
CCOC(=O)C1=CSC(=C2C(=S)C(C)(C)Nc3cc(C)ccc32)S1 | -1
CCOc1ccc(NC2OC(=O)c3c2ccc(OC)c3OC)cc1 (stereo not drawn) | -8
COc1ccc(C(=O)COC(=O)CN2C(=O)C3C4C=CC(C5CC45)C3C2=O)cc1 (stereo not drawn) | -14
CCn1c(CSc2nc(C)cc(C)n2)nnc1SCC(=O)Nc1ccccc1 | -8
CN(C)c1oc(-c2ccc(OCc3ccc(Cl)cc3)cc2)nc1C#N | 0
O=S(=O)(NCC(c1cccnc1)N1CCN(c2ccc(F)cc2)CC1)c1cccs1 (stereo not drawn) | -1
Cc1cc(C2C3=C(CC(C)(C)CC3=O)N=C3c4ccccc4C(=O)C32)cc(C)c1O (stereo not drawn) | -17
Cc1nc(N)sc1-c1csc(Nc2ccccn2)n1 | -13&-157
O=c1oc2cc(O)ccc2cc1-c1nnc(Nc2cccc(C(F)(F)F)c2)s1 | -18
Cc1cc(C)c2nc(Nc3nc(-c4ccccc4)cc(=O)[nH]3)nc(C)c2c1 | -63
COc1ccc2nc(SCC(=O)Nc3ccccc3F)[nH]c2c1 | -5
O=C(NCc1ccccc1Cl)c1ccc2c(c1)ncn2C1CCCC1 | -8
Cc1cc(C)n(-c2nc(SCC(=O)Nc3nccs3)c3c4c(sc3n2)COC(C)(C)C4)n1 | -5
O=C(Nc1ccc([N+](=O)[O-])cc1)c1cccc(C(=O)Nc2ccc([N+](=O)[O-])cc2)n1 | 1
CCOC(=O)c1cc2ccc(OC(=O)c3ccco3)cc2oc1=O | -2
Cc1cc(Nc2ccc(Br)cc2F)n2nc(C)nc2n1 | -1
O=C(c1cccc(S(=O)(=O)N2CCOCC2)c1)N1CCc2ccccc21 | -3
O=C1C(=O)N(Cc2cccnc2)C(c2cccnc2)/C1=C(\O)c1ccc(F)cc1 (stereo not drawn) | -2
CC1=C(C(=O)OC(C)C)Sc2ccccc2N1 | -54
Cc1ccc(-n2c(C)cc(C(=O)CSc3nncs3)c2C)cc1 | -4
CCOC(=O)c1cc2c(=O)n3ccccc3nc2n(C2CCCCC2)c1=NC(=O)c1ccccc1Br | -12
COc1ccc(C2CC(C(F)(F)F)n3nc(C(=O)Nc4cccnc4Cl)c(Cl)c3N2)cc1OC (stereo not drawn) | -11
Cc1c(C(=O)N2CCOCC2)sc2nc(SCc3cccc([N+](=O)[O-])c3)n(CCc3ccccc3)c(=O)c12 | 10
O=C(O)CCSc1n[nH]c2nc3ccccc3n12 | -4
Brc1ccc(C2Oc3ccccc3C3CC(c4ccccc4)=NN32)cc1 (stereo not drawn) | -9
Cc1cc(NCCO)nc(-c2ccccc2O)n1 | 3
COc1ccc(-c2cc(C(=O)OC3CCOC3=O)c3ccccc3n2)cc1OC (stereo not drawn) | -4
CCOC(=O)CN(Cc1ccccc1Cl)S(=O)(=O)c1c(C)cc(C)cc1C | 6
O=[N+]([O-])c1ccc(N2CCOCC2)cc1NCCO | -4
Cn1cc(NC(=O)c2cc(NC(=O)c3cc(NC=O)cn3C)cn2C)cc1C(=O)NCCC(=N)N | -6
O=c1[nH]nc(SCc2ccccc2)c(=O)[nH]1 | 2
COc1ccc(-n2nc3c(c2NC(=O)C2(c4ccc(Cl)cc4)CCCC2)CS(=O)C3)cc1 (stereo not drawn) | 8
COc1cc(C2c3c(n[nH]c3C)C(=O)N2c2ccc(C)cc2)ccc1O (stereo not drawn) | -1
CC1=C(C(=O)OC2CCCCC2)C(c2cccc(F)c2)C2=C(CC(C)(C)CC2=O)N1 (stereo not drawn) | -1
CC(=O)Nc1ccc(N2CCN(C(C)=O)CC2)cc1 | 2
O=C(O)c1cc2nc(-c3ccc(F)cc3)cc(C(F)(F)F)n2n1 | -3
O=C(CSc1nc2ccccc2nc1SCC(=O)N1CCOCC1)N1CCOCC1 | -3
O=C(CSc1nnc(-c2ccccc2)o1)c1ccccc1 | -5
CCc1ccc(Nc2ncnc3c2cnn3-c2ccc(OC)cc2)cc1 | -4
COc1cccc(NC(=O)CCn2c(=O)[nH]c3ccccc3c2=O)c1 | -7
O=C(Nc1ccc2c(c1)OCO2)N1CCN(C/C=C/c2ccccc2)CC1 | 5
CC(=O)C1=C(Nc2ccc(C)cc2)CC(C)(O)C(C(C)=O)C1c1ccco1 (stereo not drawn) | -8
Cc1oc2ccc(NS(=O)(=O)c3ccc(Cl)cc3)cc2c1C(=O)OC(C)C | -1
O=C(CCC1Nc2c3ccccc3nc(=S)n2C1=O)NCc1ccco1 (stereo not drawn) | -11
O=[N+]([O-])c1cc(S(=O)(=O)N2CCCCCC2)ccc1Cl | -7
O=C(C1CC1)N1CCN=C1SCc1ccccc1Cl | -3
O=C(Nc1ccc(S(=O)(=O)NCCc2ccccc2)cc1)c1ccc(Br)o1 | -1
CC(C)(C)c1ccc(C(=O)Nc2cccc(F)c2)cc1 | 0
COc1ccc(OC)c(C2C(C(=O)Nc3cc(C)ccn3)=C(C)NC3=C2C(=O)CC(C)(C)C3)c1 (stereo not drawn) | 9
c1ccc2c(c1)OCC(CNCc1ccc3c(c1)OCO3)O2 (stereo not drawn) | -13

Continuation.
SMILES | 14-3-3g Raf
Cc1ccc(S(=O)(=O)N2CCC(C(=O)N3CCC[C@H]3C(=O)NCc3ccco3)CC2)cc1 | -10
COc1ccc(C2CC(C(F)(F)F)n3nc(C(=O)Nc4cccc(C(F)(F)F)c4)cc3N2)cc1 (stereo not drawn) | -10
Cc1ccc2nc(-c3ccc(N=Cc4cc(Br)ccc4O)cc3)oc2c1 | -39
CCCC(=O)Nc1nnc(Sc2ccc(N(C)C)cc2)s1 | 4
O=C(CSc1nccc(=O)[nH]1)Nc1ccc(Br)c(Cl)c1 | -9
O=C(NCc1ccccn1)C1CCN(C(=O)c2ccc(Cl)cc2)CC1 | -1
Cc1cccc(C)c1OCC(O)CN1CCN(c2ccccc2)CC1 (stereo not drawn) | 6
O=c1ccc2cc3c([nH]c4ccc(Br)cc43)oc-2c1O | -55
CC1Cc2ccccc2N1S(=O)(=O)c1ccc2c(c1)CCC(=O)N2 (stereo not drawn) | -55
CCOc1ccc(-c2nc(C#N)c(NCc3ccc4c(c3)OCO4)o2)cc1 | -3
CC1=C(C(=O)Nc2ccccc2)C(c2sccc2C)n2nc(-c3ccccc3)nc2N1 (stereo not drawn) | -2
Clc1ccc(OCc2nn3c(C4CCCCC4)nnc3s2)cc1 | 2
COc1ccc(S(=O)(=O)N(CCc2ccccc2)CC(=O)NCCCO)cc1 | 2
CC(Sc1sc(=S)sc1SC(C)C(=O)O)C(=O)O (stereo not drawn) | -3&0
CC1CCCCC1NC(=O)c1ccc2c(c1)N(Cc1ccc(F)cc1)C(=O)CS2 (stereo not drawn) | -6
Cc1cccc(NC(=O)CCS(=O)(=O)c2ccc(Cl)cc2)c1 | -2
CCN(CC)CCCN1C(=O)C(=O)/C(=C(/O)c2ccc(C)cc2)C1c1ccccn1 (stereo not drawn) | -2
Cc1ccccc1-n1nc2c(c1NC(=O)C(C)(C)C)CS(=O)C2 (stereo not drawn) | -4
CCN(CC)CCN1C(=O)C(O)=C(C(C)=O)C1c1ccc(OC)c(OC)c1 (stereo not drawn) | 9
CCOc1ccc(NC(=O)CSc2nnc(-c3ccncc3)n2CC2CCCO2)cc1 (stereo not drawn) | -8
CN1C(=O)N(C)C2(c3ccccc3)NC(=S)NNC12c1ccccc1 (stereo not drawn) | -5
COc1ccc(C2C(C(=O)c3sc(C)nc3C)=C(O)C(=O)N2CCN(C)C)cc1 (stereo not drawn) | -9
CC(C)=CCSc1nnc(-c2cccnc2)o1 | -1
CCC1(C(=O)OC)NC(c2ccccc2OC)C2C(=O)N(C)C(=O)C21 (stereo not drawn) | 5
COc1ccc(C2CC(=O)C3=C(C2)Nc2ccccc2NC3c2cccc(OC)c2OC)cc1 (stereo not drawn) | -1
O=C1C2Sc3[nH]c(=O)sc3C(c3ccc(O)cc3)C2C(=O)N1c1ccc(Br)cc1 (stereo not drawn) | -49
CC(C)c1ccc(S(=O)(=O)N2CCN(CC(=O)c3ccc(F)cc3)CC2)cc1 | -4
O=C(Nc1ncccc1O)c1cccc(S(=O)(=O)N2CCc3ccccc32)c1 | 0
O=C1CCCc2c1cc(C(=O)NCCO)c(=O)n2-c1ccccc1 | 6
CC(=O)Nc1cccc(Oc2ncnc3scc(-c4ccccc4)c23)c1 | -23
O=C(Nc1nc(-c2ccc3ccccc3c2)cs1)c1ccc(S(=O)(=O)N2CCCC2)cc1 | -6
CCCOC(=O)C1[C@H]2C(=O)N(CC3CCCO3)C[C@]23C=C[C@H]1O3 (stereo partly drawn) | -5
O=C1NCCNC1(c1c[nH]c2ccccc12)C(F)(F)F (stereo not drawn) | -10
Cc1c(Cl)c([N+](=O)[O-])nn1CCCC(=O)Nc1cc(Br)ccc1O | -16

The list is partial, so the mix of outcomes need not match the whole.
